Screens: PubChem BioAssay, several laboratories
Mac1 fbg inh: inhibitors of human CD11b/CD18 binding to fibrinogen; P05107+P11215; K562 CD11b/CD18 adhesion to fibrinogen, ATPlite luminescence; Mn2+ added to activate the integrin; inhibition, % at 10 µM; 0.54% of 93,000 active; AID 1497;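 active = primary inhibition of 50% or more at 10 µM, then 40% or more on retest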; note: some results filed as inactive read as strong as hits
Mac1 fbg enh: enhancers of human CD11b/CD18 binding to fibrinogen; AID 1499; P05107+P11215; 0.07% of 93,000 active; K562 CD11b/CD18 adhesion to fibrinogen, ATPlite luminescence; activation, % at 10 µM;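 active = 10 µM primary screen giving 50% or more activity, confirmed by 40% or more on retest at that dose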; note: strong numbers were not always called active; reference of the scale not given here
MT1-MMP txn act: activates MT1-MMP transcription | HT1080 MT1-MMP promoter luciferase reporter, luminescence, overnight; hits give high values | activation factor at 10 µM | 0.16% of 86,000 active;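 active = activation factor of at least 2 for MT1-MMP transcription at 10 µM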
sEH act: increases human soluble epoxide hydrolase activity; P34913; purified human sEH enzymatic activity, activator screen; activation, % at 2 µM; 0.04% of 91,000 active; in the data active = activation above about 37%; note: values of inactives mirror those of a sister screen read the other way
Calb biofilm kill: kills Candida albicans biofilms; C. albicans biofilm + clotrimazole, Alamar Blue; AID 834; 0.14% of 85,000 active; inhibition, % at 6 µM;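 active = inhibition above 20%; inactive = inhibition below 20%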;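 note: preformed 24 hr biofilms exposed to compound for 48 hr; 0% = biofilm without compound and 100% = blank killed by clotrimazole plus chlorhexidine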
ERb coact inh: ER-beta (human) coactivator binding inhibition; 1.3% of 86,000 active; Q92731; AID 633; TR-FRET ER-beta LBD / SRC1-Cy5 peptide binding; receptor agonist-loaded with 1 µM estradiol; inhibition, % at 25.6 µM;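 active = compounds whose percent inhibition of the receptor-coactivator binding signal exceeds about 50% in the single-dose screen, limit read from the data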;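 note: 0% = receptor plus peptide wells without compound and 100% = peptide-only wells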
Target sequence (Q92731 whole entry, looked up, the tested form may be a part): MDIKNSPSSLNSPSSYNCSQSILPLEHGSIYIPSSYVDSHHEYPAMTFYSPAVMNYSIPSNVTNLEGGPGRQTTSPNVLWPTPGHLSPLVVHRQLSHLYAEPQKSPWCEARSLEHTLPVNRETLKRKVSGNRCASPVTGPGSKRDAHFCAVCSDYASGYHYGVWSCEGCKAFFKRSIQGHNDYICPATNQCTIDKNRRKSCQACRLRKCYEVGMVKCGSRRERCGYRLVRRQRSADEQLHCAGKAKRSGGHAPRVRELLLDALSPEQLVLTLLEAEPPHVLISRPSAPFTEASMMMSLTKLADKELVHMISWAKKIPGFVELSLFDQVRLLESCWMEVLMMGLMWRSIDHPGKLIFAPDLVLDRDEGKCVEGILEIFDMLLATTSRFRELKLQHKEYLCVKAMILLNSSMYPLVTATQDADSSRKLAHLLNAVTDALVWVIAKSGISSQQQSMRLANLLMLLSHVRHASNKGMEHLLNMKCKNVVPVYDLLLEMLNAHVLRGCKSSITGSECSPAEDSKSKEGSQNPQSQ
Smad3 FoxH1 inh: inhibitors of human Smad3 transcription factor binding; TR-FRET Smad3/Dy647-FoxH1 peptide binding, europium anti-His; P84022; inhibition, % at 25 µM; 0.29% of 88,000 active; AID 630;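 active = compounds that reduce the energy-transfer binding signal between the protein and its labelled peptide by more than half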;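 note: 0% = Smad3 plus labelled peptide maximal FRET and 100% = peptide-only background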
Target sequence (P84022 whole entry, looked up): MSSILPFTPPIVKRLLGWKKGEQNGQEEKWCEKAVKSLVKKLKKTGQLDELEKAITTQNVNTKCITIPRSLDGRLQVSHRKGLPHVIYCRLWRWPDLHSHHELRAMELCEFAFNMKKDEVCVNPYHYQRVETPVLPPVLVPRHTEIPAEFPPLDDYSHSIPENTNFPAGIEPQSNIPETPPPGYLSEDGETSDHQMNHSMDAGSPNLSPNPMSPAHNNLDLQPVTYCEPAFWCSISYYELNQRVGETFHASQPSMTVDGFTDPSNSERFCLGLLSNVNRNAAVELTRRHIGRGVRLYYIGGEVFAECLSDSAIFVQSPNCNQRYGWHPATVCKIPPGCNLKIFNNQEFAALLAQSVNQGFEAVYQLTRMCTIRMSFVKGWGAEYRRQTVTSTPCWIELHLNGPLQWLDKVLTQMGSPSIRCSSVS
ERa coact pot: ER-alpha (human) coactivator binding potentiation; P03372; TR-FRET ERalpha-LBD/SRC-Cy5 coactivator binding, 2 h; 100 = basal binding, no effect; coactivator binding (% of control), % at 25.6 µM; 1.3% of 86,000 active; AID 639; in the data active = activity above about 200%;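 note: binding measured in presence of low estradiol as agonist stimulus; 0% = peptide alone without receptor and 100% = receptor with peptide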
sEH inh: blocks human soluble epoxide hydrolase activity | inhibition, % at 2 µM | 0.34% of 91,000 active | recombinant human sEH enzymatic activity assay | P34913 | AID 707; in the data active = inhibition above about 80%; note: values of inactives mirror those of a sister screen read the other way; many of its hits are not listed in these tables
* marks the source's active call; other numbers are inactive results; / = not tested or not shown; [ ] = remark or other dose.

SMILES	Mac1 fbg inh	Mac1 fbg enh	MT1-MMP txn act	sEH act	Calb biofilm kill	ERb coact inh	Smad3 FoxH1 inh	ERa coact pot	sEH inh
CCC(=NC1CC1)c1c(O)n(C2CCCCC2)c(=O)[nH]c1=O	6.9	-2.6	1.2	11.2	7.4	6.9	-3.6	115.9	-13.6
CC1(C)C(c2ccccc2)=NC(c2cccnc2)=[N+]1[O-]	19.8	12.6	1.2	/	-1.1	4.2[fluorescence artefact?]	-16.3	112.3	/
CCN(CC)c1ccc(N=Cc2c(O)n(CCC3=CCCCC3)c(=O)[nH]c2=O)cc1	-9.0	-1.6	1.2	-5.3	5.0	3.8[fluorescence artefact?]	1.4	121.8	2.5
CC(=O)C1C2c3ccccc3OC1(C)N=c1s/c(=C/c3cn(C)nc3C)c(=O)n12 (stereo unspecified)	-15.4	0.0	1	12.3	10.6	0.1[fluorescence artefact?]	-5.8	91.0[fluorescence artefact?]	-8.9
COc1cc(OC)c(OC)cc1CNC(C)C(O)c1ccccc1 (stereo unspecified)	0.3	-5.0	1.1	/	5.9	4.8[fluorescence artefact?]	-4.8	101.6	/
CCOC(=O)N1CCN(C(C)C(=O)c2c[nH]c3ccccc23)CC1 (stereo unspecified)	-12.1	-3.4	1.1	12.7	0.3	-11.9	9.3	137.1[fluorescence artefact?]	-15.4
Cc1ccc(-c2nc(N(C)C3CCN(C)CC3)c3ccccc3n2)cc1	-3.8	-1.0	1.3	-10.7	-5.2	1.1	-1.6	105.1	6.7
O=c1[nH]c(=O)n(-c2cccc(Cl)c2)c(O)c1C=NCCCN1CCOCC1	-10.7	-2.7	1.2	1.3	-0.4	7.8[fluorescence artefact?]	-7.6	106.4	-2.6
O=P1(NCc2ccco2)COc2ccccc2OC1	8.7	-0.4	1.1	4.7	5.9	2.1	9.1	211.0*[fluorescence artefact?]	-5.7
CC12CN3CC(C)(CN(C1)C31CCOCC1)C2=O	/	/	1.3	0.6	6.3	-9.9	9.7	115.2	4.3
CCC(C)C12CN3CCN(CC(C)(C3)C1=O)C2 (stereo unspecified)	-33.1	-2.4	1.1	-14.2	2.0	0.6	4.7[fluorescence artefact?]	103.6	11.9
O=C(C1CCC(=O)N1C1CCCCC1)N1CCC2(CC1)OCCO2 (stereo unspecified)	4.8	3.1	1.2	/	6.3	-14.1	0.2	119.1	/
Cc1cc(OCC(=O)NC2CCS(=O)(=O)C2)c2c3c(c(=O)oc2c1)CCC3 (stereo unspecified)	-0.6	-3.7	1.1	/	5.6	0.7	5.0	90.0	/
Oc1ccc(C2NCc3ccccc3-n3cccc32)cc1Cl (stereo unspecified)	-5.7	-1.6	1	-0.7	6.3	-1.7	2.8	100.2	-0.1
OCCN(CC#CC(O)(c1ccccc1)C1CCCC1)CCO (stereo unspecified)	1.6	-3.2	1.2	/	2.1	6.8[fluorescence artefact?]	3.4	119.5	/
CCCCn1c(O)c(C(CC)=NCCc2ccccc2)c(=O)[nH]c1=O	3.6	1.7	1	10.5	/	1.9	12.9	131.6	-12.2
Cc1ccc2c(c1)CNc1ccccc1O2	-6.1	-3.3	1.4	-12.2	0.8	8.2	1.9	131.3	12.4
CCCCCCN=Cc1c(O)n(C)c(=O)n(C)c1=O	/	/	1	-7.9	4.6	-9.4	-11.4	100.9	9.4
CCOP(=O)(OCC)C(NC(=O)C(C)C)C(Cl)(Cl)Cl (stereo unspecified)	/	/	1.1	1.9	5.0	-10.8	3.6	101.3	1.7
Cc1cc(N2C(=O)C3CCCN3C2c2ccccc2)no1 (stereo unspecified)	12.6	-1.5	1.3	/	-3.9	-6.5	-2.8	118.0[fluorescence artefact?]	/
CCOC(=O)C1=C(C)N(C)C2(C)CC1c1ccccc1O2 (stereo unspecified)	7.4	-2.1	0.9	6.3	4.6	-4.9	4.9	116.9	-7.7
N/C(=N\N=C/c1ccc(-c2ccc(O)c(C(=O)O)c2)o1)N[N+](=O)[O-]	-0.3	10.3	/	-3.5	/	/	/	/	4.4
Cn1c(O)c(C=NC2C(=O)C3(C)CCC2C3(C)C)c(=O)n(C)c1=O (stereo unspecified)	-2.5	-5.6	1.2	13.8	4.5	3.0[fluorescence artefact?]	0.0	104.7	-12.4
CCCCSP1(=S)NCCCN1	4.9	-3.2	1.1	/	-5.7	-7.7	-6.6	105.4	/
CC#CP(=O)(OCC)C(O)(c1ccccc1)C(F)(F)F (stereo unspecified)	-32.5	-0.2	1.2	1.0	-2.3	4.0[fluorescence artefact?]	-6.5[fluorescence artefact?]	101.2	-1.8
CCCC12CN3CN(C1)CC(CCC)(C3)C2O (stereo unspecified)	-7.3	-1.3	1.3	/	2.3	19.0[fluorescence artefact?]	-10.8	115.3[fluorescence artefact?]	/
Cc1c(C(=O)N2CCC3(CC2)OCCO3)sc2ncnc(N3CCN(c4ccccn4)CC3)c12	13.9	-2.6	1.2	/	4.7	-9.1	0.3	104.4	/
CCN1CCN(C(=O)COc2ccc(S(=O)(=O)N(C)Cc3ccccc3)cc2)CC1	-9.2	5.2	1.1	-2.3	5.6	-5.6	15.8	117.2	0.3
Cc1nc2c(-c3ccc(F)cc3)c(C)nn2c(C)c1CCC(=O)N1CCC2(CC1)OCCO2	-3.3	-1.4	1.2	/	2.0	-0.2	-4.0	105.2	/
COc1ccccc1N1CCN(C(CNC(=O)Oc2ccccc2)c2cccnc2)CC1 (stereo unspecified)	/	/	1.1	-21.8	8.4	32.1	5.0	104.2	21.8

An excerpt of these results, field by field:
> Cn1c(O)c(C=NC2C(=O)C3(C)CCC2C3(C)C)c(=O)n(C)c1=O (stereo unspecified)
  Mac1 fbg inh = -2.5 | Mac1 fbg enh = -5.6 | MT1-MMP txn act = 1.2 | sEH act = 13.8 | Calb biofilm kill = 4.5 | ERb coact inh = 3.0[fluorescence artefact?] | Smad3 FoxH1 inh = 0.0 | ERa coact pot = 104.7 | sEH inh = -12.4

> CCCCSP1(=S)NCCCN1
  Mac1 fbg inh = 4.9 | Mac1 fbg enh = -3.2 | MT1-MMP txn act = 1.1 | sEH act = / | Calb biofilm kill = -5.7 | ERb coact inh = -7.7 | Smad3 FoxH1 inh = -6.6 | ERa coact pot = 105.4 | sEH inh = /

> CC#CP(=O)(OCC)C(O)(c1ccccc1)C(F)(F)F (stereo unspecified)
  Mac1 fbg inh = -32.5 | Mac1 fbg enh = -0.2 | MT1-MMP txn act = 1.2 | sEH act = 1.0 | Calb biofilm kill = -2.3 | ERb coact inh = 4.0[fluorescence artefact?] | Smad3 FoxH1 inh = -6.5[fluorescence artefact?] | ERa coact pot = 101.2 | sEH inh = -1.8

> CCCC12CN3CN(C1)CC(CCC)(C3)C2O (stereo unspecified)
  Mac1 fbg inh = -7.3 | Mac1 fbg enh = -1.3 | MT1-MMP txn act = 1.3 | sEH act = / | Calb biofilm kill = 2.3 | ERb coact inh = 19.0[fluorescence artefact?] | Smad3 FoxH1 inh = -10.8 | ERa coact pot = 115.3[fluorescence artefact?] | sEH inh = /

Look-ups from above:
In sEH act, Cn1c(O)c(C=NC2C(=O)C3(C)CCC2C3(C)C)c(=O)n(C)c1=O (stereo unspecified) is entered as 13.8
In MT1-MMP txn act, Cc1ccc2c(c1)CNc1ccccc1O2 is entered as 1.4
In Mac1 fbg inh, Oc1ccc(C2NCc3ccccc3-n3cccc32)cc1Cl (stereo unspecified) is entered as -5.7
In sEH act, CCCCCCN=Cc1c(O)n(C)c(=O)n(C)c1=O is entered as -7.9

Additional entries follow.
SMILES	Mac1 fbg inh	Mac1 fbg enh	MT1-MMP txn act	sEH act	Calb biofilm kill	ERb coact inh	Smad3 FoxH1 inh	ERa coact pot	sEH inh
CCN(CC)C(=O)c1ccc(N2C(=O)C3CC=C(Cl)CC3C2=O)cc1 (stereo unspecified)	0.5	-2.4	1.1	/	9.7	3.3	-5.6	120.9	/
O=C(Nc1cccc(OC(=O)N2CCOCC2)c1)N1CCOCC1	-6.8	2.2	1.1	-3.2	5.3	-7.7	0.0	129.3	5.7
CC1=NN(c2ccccc2)C(=O)C1/C=C1\C(=O)NC(=O)N(c2cc(C)cc(C)c2)C1=O (stereo unspecified)	/	/	1.2	2.5	0.8	-5.9	12.1	101.8	0.0
CCCCOC(=O)C1=C(N)OC2=C(C(=O)CC(C)(C)C2)[C@]12C(=O)N(C)c1ccccc12	-7.6	-2.7	1.1	/	1.3	-5.6	1.0	112.7	/
C[N+]1(C)CCN(c2ccccc2)CC1	/	/	1.2	/	6.8	-2.8	1.8	115.4	/
CCOC(=O)c1c(N)n(CCN2CCCCC2)c2nc3ccccc3nc12	-2.3	0.0	1	11.3	4.1	-1.6	0.8	89.3	-13.9
CCCCn1c(O)c(C(CC)=Nc2cccc(C(=O)O)c2)c(=O)[nH]c1=O	/	/	1.2	4.6	4.6	0.7	10.2[fluorescence artefact?]	107.5	-9.2
Cc1ccc(CN2C(=O)NC(=O)C3(Cc4c(nc5ccccn5c4=O)N4CCCCCC43)C2=O)cc1 (stereo unspecified)	13.7	-5.0	1.2	-5.4	4.2	22.3[fluorescence artefact?]	-10.4	97.0	6.0
CCOc1ccccc1-n1c(O)c(C=Nc2c(C)n(C)n(-c3ccccc3)c2=O)c(=O)[nH]c1=O	4.3	1.9	1.1	/	1.7	-12.8	9.9	104.2	/
CN1CCN(c2ccc(N)c(N3CCN(C)CC3)c2)CC1	4.8	-0.9	1.1	1.2	7.5	18.7	23.9	72.5[fluorescence artefact?]	-0.9
CN(C)CC#CCOCCOCCC#N	15.8	-1.2	1.1	-4.8	3.1	10.4[fluorescence artefact?]	-1.4	106.4	5.3
O=C(Cc1ccccc1)OCCNC(=O)c1cccnc1	10.1	-1.2	1.1	7.7	4.5	-27.4	5.2[fluorescence artefact?]	106.6	-9.8
O=P(NS(=O)(=O)c1ccccc1)(Oc1ccccc1)Oc1ccccc1	0.2	1.1	1.3	-6.3	5.7	-1.3	4.0	112.5	7.1
Cc1ccc2c(c1)[C@@H]1CN(C)CC[C@@H]1N2C(=O)Nc1cccc(C(F)(F)F)c1	2.8	-1.0	0.9	-1.4	4.1	-7.5	4.1	119.2	1.2
O=C(c1ccc2c(c1)OCO2)N1CCC2(CC1)OCCO2	2.5	0.1	1.1	/	0.7	-2.4	-9.8	103.5	/
COc1ccc(/C=C2/C(=O)NC(=O)N(C3CCCCC3)C2=O)cc1CSc1ccccn1	/	/	1.4	-11.7	5.7	-4.1	9.6	70.2	14.2
COc1ccc(C(=O)CC2(CC(=O)c3ccc(OC)cc3)C(=O)N(C)C(=O)N(C)C2=O)cc1	-35.9	-6.6	1.1	-6.3	-4.5	-5.4[fluorescence artefact?]	3.3	116.5	6.4
Cc1ccc2ccccc2c1NC(=O)CNC1CCCCC1	/	/	1.1	1.5	3.8	-14.5	-5.5	105.9	0.2
Cn1c(C(=O)N2CCC3(CC2)OCCO3)cc2c(=O)n(C)c3ccccc3c21	-50.0	-1.4	1	6.6	2.3	3.2	1.1	102.2	-7.4
CCCN1CC(C)C(OC(C)=O)(c2ccccc2)CC1C (stereo unspecified)	/	/	1.3	-4.0	2.6	-2.2	13.9[fluorescence artefact?]	109.3	2.2
Cc1cccc(-n2c(CN3C(=O)c4ccccc4C3=O)nc3ccccc3c2=O)n1	/	/	/	-7.2	6.5	7.1	-0.5	126.4[fluorescence artefact?]	7.5
Cc1ccccc1-n1c(O)c(C=NCCN2CCOCC2)c(=O)[nH]c1=O	-27.4	5.1	1.2	4.8	4.7	-0.3	-3.5	113.7	-5.7
Cc1cccc(CN2CCN(Cc3ccc(Cl)cc3)CC2)c1	62.6	-1.2	1.1	0.5	4.8	1.0[fluorescence artefact?]	-6.0	104.5	2.2
CCOC(=O)C(O)(c1ccc(N(CC)S(=O)(=O)c2ccccc2)cc1)C(F)(F)F (stereo unspecified)	-11.6	-1.8	1.2	-2.0	/	-4.9	1.8	109.2	4.9
O=c1[nH]c(=S)n(Cc2ccc(F)cc2)c(O)c1C=NCc1cccnc1	-1.3	-1.1	1	11.3	-5.2	-11.3	3.4	94.7[fluorescence artefact?]	-14.6
O=C(c1cc(S(=O)(=O)N2CCCCC2)ccc1F)N1CCC2(CC1)OCCO2	1.3	-2.5	1.2	4.6	1.2	-2.4[fluorescence artefact?]	-4.3	119.1	-5.1

These rows are one share of the data, so the mix of outcomes need not match the whole.
